Compound activity as filed in PubChem.
F508del corr: correctors of CFTR F508del function in bronchial epithelial cells | CFBE cells, YFP halide quenching; stimulated with forskolin plus potentiator P3; % fluorescence drop versus neutral controls | activity (quench increase), % at 7.58 µM | 0.36% of 350,000 active | AID 720511;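 active = mean added fluorescence quench of at least 8% versus neutral control, with both replicates also reaching 8%; inconclusive = only one of the mean or replicate conditions met; inactive = mean below 8% and not both replicates reaching 8%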;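 note: cells transiently co-express mutant CFTR-F508del with the halide-sensitive YFP; corrector assay measuring rescue of mutant channel to the surface after 24 h compound exposure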
DENV2 CPE rescue: protects cells from dengue virus 2 cytopathic effect. 1.7% of 350,000 active. CPE inhibition, % at 9.99 µM. DENV2-infected cells, cytopathic effect rescue, plate reader; in the data active = CPE inhibition above about 20%, passing the limit was not always enough; inconclusive = no clear call, values can overlap the other calls; tested in BHK-21 cells;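 note: 0% = median of neutral control wells and 100% = median of positive control wells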
miR122 inh: inhibitors of miR-122 in Huh7 cells. Huh7 miR-122 Renilla luciferase sensor, 48 h; neutral wells = 0, positive control = 100. activation (reporter increase), % at 12.5 µM. 0.3% of 340,000 active. AID 602342;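 active = mean replicate activation score at least 90 and every replicate individually at or above 90; inconclusive = only one of the two criteria met; inactive = neither criterion met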;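 note: higher luciferase means less miR-122 activity so hits act as miR-122 inhibitors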
EWS-Fli inh: inhibitors of EWS/Fli oncoprotein transcriptional activity | A673 NR0B1-luciferase reporter, viability-normalised | inhibition, % at 12.6 µM | 0.67% of 350,000 active;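 active = mean inhibition of at least 50% after viability correction, with every replicate also passing that limit; inconclusive = mean reaches 50% but only one of two replicates passes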;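 note: firefly luciferase signal divided by Alamar Blue viability fluorescence both relative to DMSO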
FN deposit inh: fibronectin deposition inhibition; AH1F fibroblasts, Alexa488-fibronectin deposition fluorescence, overnight; inhibition, % at 12.6 µM; 0.086% of 350,000 active;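 active = mean inhibition across replicates of 30% or more, regardless of how many single replicates reach that level; inconclusive = mean under 30% yet at least half of replicates reach 30%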;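 note: positive control wells lacked labelled fibronectin entirely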
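Measured by – fluorescence 485/525 nm · System – AH1F fibroblast monolayer, labelled fibronectin deposition · Amount – 10000 cells per well · Buffer or medium – serum-reduced DMEM (2% serum) · Doses – single dose, pinned · Also added – fluorescent fibronectin at 24 nM final · Schedule – 1 h cell attachment, overnight exposure to compound and label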
GSIS activator: primary screen for activators of insulin secretion dependent on glucose, INS-1E cells, GLuc reporter luminescence | INS-1E GLuc reporter insulin secretion, 2-3 h | activation, % at 16.6 µM | 0.61% of 370,000 active | AID 743287;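 active = lowest replicate activation of at least 40%, so every replicate reaches that level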;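 note: 0% = median of neutral control wells and 100% = median of IBMX positive control wells; some compounds called inactive have numbers as strong as hits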
PAX8 reporter: lowers PAX8-driven luciferase in RMG-I cells | AID 652154 | RMG-I TPO-luciferase reporter, SteadyGlo, 24 h | 1.2% of 360,000 active | inhibition, % at 12.6 µM;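 active = mean replicate inhibition at least 60% with every replicate also reaching 60%; inconclusive = only one of the two criteria is met; inactive = mean below 60% and not all replicates reaching 60%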;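 note: luciferase light reporting Pax8 driven TPO promoter activity; plate controls were median of neutral control wells for no effect and mitoxantrone controls for full effect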
Numbers without * were called inactive; ? = inconclusive; · = not tested or not shown; & = joins results of further samples; [ ] = another dose, or the depositor's remark.

SMILES	F508del corr	DENV2 CPE rescue	miR122 inh	EWS-Fli inh	FN deposit inh	GSIS activator	PAX8 reporter
COCCCN(Cc1ccco1)C(=O)CSc1nc2ncccc2[nH]1	3.4	-1	-6	1	-7	7	-2
CCc1nc2ccc(C(=O)Nc3cc(-c4ccccc4)ccc3OC)cn2c1N(C)CCCc1ccccc1	-2.6	-6	0	10	0	2	16
C[n+]1ccn(CC(=O)c2ccc(Cl)cc2)c1	·	·	·	·	-4	20	-2
COc1ccc(N2CCN(C(=O)c3ccc(CNS(=O)(=O)c4cccc(OC)c4)cc3)CC2)cc1	1.7	7	2	9	-1	15	29
CC(NCc1cccs1)C(=O)NC1CCCCC1 (configuration not stated)	0.6	-9	0	-1	3	4	0
CN(C)CCCNC(=O)[C@@H]1[C@@H](CO)[C@@H]2Cn3c(ccc(C4=CCCCC4)c3=O)[C@H]1N2Cc1cocn1	1.1	-3	-4[16.7 µM]	-2	·	10	·
C[C@H](CO)N1C[C@H](C)[C@@H](CN(C)C(=O)c2ccc(F)cc2)Oc2ncc(Br)cc2C1=O	0.2	·	21[16.7 µM]	6	8	6	2
O=C(CCCn1cncn1)N1CCCC(N2CCN(c3ccc(F)cc3)CC2)C1 (configuration not stated)	1.9	-7	-2	1	-1	·	·
CC(C)(c1cc(Cl)c(O)c(CN2CCOCC2)c1)c1cc(Cl)c(O)c(CN2CCOCC2)c1	1.0	-2	·	0	3	-12	-15
Cc1c(O)ccc(C(=O)CN2C(=O)c3ccccc3C2=O)c1O	·	·	-1	·	-10	-1	2
COCCN(C(=S)Nc1cc(C)cc(C)c1)C(C)c1ccco1 (configuration not stated)	-1.9	-2	·	10	-3	·	-4
O=C(COc1ccccc1)NCCSCc1ccccc1Cl	-0.7	10	-12	4	2	5	-39
Cc1noc(C)c1NC(=O)Nc1ccc2c(c1)C(=O)N([C@H](C)CO)C[C@H](C)[C@H](CN(C)CC1CC1)OCCCC[C@@H](C)O2	-1.1	0	10[16.7 µM]	·	·	25	-41
CCc1sc(N2[C@H](C#N)[C@H](c3ccccc3-c3cccc(C)c3)[C@H]2CO)nc1C	-0.3	-11	·	-1	-11	18	-12
CCN(CC)S(=O)(=O)c1cccc(C(=O)NNC(=O)C2=NN(c3ccccc3)C(=O)CC2)c1	1.7	-3	-6	0	-8	-6	-53
CCCCCCn1nc(C(=O)Nc2nc3c(s2)CCCC3)c2ccccc2c1=O	·	·	-9	·	-1	2	7
O=C(O)c1cc2cc(S(=O)(=O)O)ccc2cc1O	3.1	8	·	0	9	2	7
COc1ccc(C(=O)NNC(=O)CSc2nnc(COc3ccccc3OC)n2C)cc1	·	·	-1	·	-5	41*	0
O=C(CCC(=O)N1CCOc2ccccc21)NCCCc1ccccc1	-2.0	9	-5	2	1	5	-12
CC(=O)N1CCC(N(C(=O)Nc2c(F)cccc2F)C(C)C)CC1	-3.6	9	-5	-2	-1	-1	3
S=c1nc2ccccc2c2nc(-c3ccccc3Br)[nH]n12	0.9	-1	·	4	-3	-28	-11
O=C(Nc1ccc(C(F)(F)F)cc1)c1ccccc1-n1cnnn1	-1.5	-10	·	2	0	-2	11
CCOc1ccc(S(=O)(=O)NCCC(=O)NCCCSc2ccccc2)cc1	-1.7	-3	·	15	0	-48	2
COc1ccc(CCNC(=O)CSc2nnc3ccc(-c4ccccn4)nn23)cc1OC	0.4	15	-6	3	2	35	13
Cc1cc(OCC(=O)Nc2cccc(S(=O)(=O)N3CCCC3)c2)ccc1Cl	2.6	9	6	6	-11	-12	18
C[C@H](CO)N1C[C@H](C)[C@H](CN(C)Cc2cccc(C(=O)O)c2)OCc2cnnn2CCCC1=O	0.0	12	7[16.7 µM]	1	-16	5	13
O=C(C(=O)c1ccc(O)cc1)c1ccccc1	-2.5	-3	·	4	-2	32	-1
CC(OC(=O)Cc1c[nH]c2ccccc12)C(=O)NC1CCCCC1C (configuration not stated)	-0.7	-5	-1	-1	6	0	9
C[C@H](CO)N1C[C@H](C)[C@H](CN(C)S(=O)(=O)c2ccc(F)cc2)Oc2ccc(NC(=O)Nc3ccc(C(F)(F)F)cc3)cc2CC1=O	9.3	-23	·	46	·	-5	·
Oc1ccccc1C=NC1CCCCC1N=Cc1ccccc1O (configuration not stated)	0.7	2	·	0	-1	-10	25
CC(=O)NNC(=O)CN1C(=O)/C(=C/c2ccccc2)SC1=S	1.2	2	·	1	-6	-3	-6
O=C(NNC(=S)Nc1ccccc1)Nc1ccccc1	0.5	-7	·	-71	4	3	-48
O=C(Cn1c(=O)oc2ccccc21)Nc1ccc(F)cc1	0.6	8	-1	14	1	3	23
COc1ccc(CNC(=O)COC(=O)CCOc2ccccc2)cc1	·	·	·	·	-2	6	8
CCOc1ccc(S(=O)(=O)Nc2cccc(Cl)c2)cc1	·	·	?	·	-3	-11	·
O=C(O)C[C@H]1C=C[C@H](NC(=O)Nc2cc(F)ccc2F)[C@@H](CO)O1	4.5	0	·	-1	-3	-3	-6
CCOc1ccccc1CN1CCN(C2CCC2)CC1CCO (configuration not stated)	-0.1	10	5	-5	-3	-4	9
CCCCCCn1c(CN2CCCCC2C)nc2c1c(=O)n(C)c(=O)n2C (configuration not stated)	-0.1	9	8	17	·	-1	·
CN(Nc1cccc(Cl)c1)c1cccc(Cl)c1	-2.2	2	3	-8	6	5	8
Cc1cccc(NC(=S)N2CCN(S(=O)(=O)c3cccc(F)c3)CC2)c1	-1.3	-3	-3	8	-9	-20	-6
O=C(COc1ccccc1)Nc1nnc(-c2ccccc2)o1	1.1	-1	-3	2	3	2	16
O=C(Cc1cc(=O)[nH]c(=O)[nH]1)NCc1ccc(Cl)cc1	-1.5	9	-4	1	-3	2	-1
COc1cccc(CNC(=O)CCSCc2ccccc2F)c1	2.5	-1	3	8	-5	-7	10
O=C(NC1CCCC1)C(c1cccnc1)N(Cc1ccc(F)cc1)C(=O)c1csnn1 (configuration not stated)	-0.7	9	·	-3	1	18	2
CC(C)CC(CO)N1CCN(C(=O)c2ccccc2)CCC1=O (configuration not stated)	-2.5	-8	-5	-5	1	6	-22
C[C@@H]1CN([C@@H](C)CO)C(=O)c2cccc(NC(=O)Nc3ccccc3)c2O[C@H]1CN(C)Cc1ccc2c(c1)OCO2	0.6	-1	29[16.7 µM]	14	·	-4	2
C/C=C/C(=O)OCC(=O)Nc1ccc(SC(F)F)cc1	-3.0	8	-1	-37	-9	3	-8
C[C@H]1CN([C@@H](C)CO)S(=O)(=O)c2ccc(-c3cccc(C#N)c3)cc2O[C@H]1CN(C)C(=O)c1cccnc1	0.4	0	1[16.7 µM]	-6	8	33	·
CC(C(=O)O)n1cc(Cl)cn1 (configuration not stated)	2.4	13	-5	-7	1	3	-7
CCC(C)Sc1nc2c(c(=O)n1C)SC(C)C2 (configuration not stated)	-0.7	4	-1	1	1	30	-6
N#Cc1c(NC(=O)C2CC(c3ccccc3O)=NO2)sc2c1CCC2 (configuration not stated)	·	-5	-2	-1	1	9	-12
Cc1ccc(NCC(=O)Nc2cccc(S(=O)(=O)N(C)C)c2)cc1S(=O)(=O)N1CCCCCC1	3.5	-9	·	26	-2	-4	·
CN(Cc1ccc(Cl)cc1Cl)C(=O)c1cccc(S(=O)(=O)N2CCN(c3ccccc3)CC2)c1	-0.7	?	·	30	11	-14	49
C[C@H]1CN([C@@H](C)CO)C(=O)c2cc(C#CCN(C)C)cnc2O[C@@H]1CN(C)S(=O)(=O)c1ccccc1	0.8	-4	7[16.7 µM]	-17	3	9	·
CCOC(=O)C1C(=O)C(C(C)=O)C(=O)CC1CC(C)SCC (configuration not stated)	-1.8	·	·	8	·	-14	·
COc1ccc(C2CC(c3ccc(OC)cc3)n3nc(NC(=O)c4cccs4)nc3N2)cc1 (configuration not stated)	·	·	-1	·	-1	-17	·
COc1ccc(NC(=O)C2CCN(S(=O)(=O)c3cccnc3)CC2)cc1Cl	1.1	-6	-7	6	4	0	-3
Cc1nn(CC#N)c(=O)n1-c1ccccc1	·	·	-2	·	7	·	10
COCC(=O)N1C[C@H](C)[C@H](OC)CN(C)C(=O)c2cc(NC(=O)NC(C)C)ccc2OC[C@@H]1C	-1.2	1	3[16.7 µM]	-8	-4	17	1
COc1cc(/C=C2/C(=O)NN(c3ccc(Cl)cc3)C2=O)cc(Br)c1O	-2.9	11	-2	12	-7	-7	14

Quoted from the listing.
FN deposit inh, CCOc1ccc(S(=O)(=O)Nc2cccc(Cl)c2)cc1 → -3
EWS-Fli inh, O=C(O)C[C@H]1C=C[C@H](NC(=O)Nc2cc(F)ccc2F)[C@@H](CO)O1 → -1

New compounds follow.
SMILES	F508del corr	DENV2 CPE rescue	miR122 inh	EWS-Fli inh	FN deposit inh	GSIS activator	PAX8 reporter
CCNC(=O)C[C@H]1CC[C@H]2[C@H](COc3ccc(NC(=O)Nc4ccc(F)cc4)cc3C(=O)N2C)O1	0.4	3	-25[16.7 µM]	-2	-9	-2	6
Cc1ccc(-c2ccc3c(c2)O[C@@H](CN(C)C)[C@H](C)CN([C@H](C)CO)S3(=O)=O)cc1	·	-3	-3[16.7 µM]	2	-1	12	-4
O=C(COC(=O)C12CC3CC(CC(Br)(C3)C1)C2)N1CCOCC1	-2.0	-4	·	-6	2	12	-9
CCOc1ccccc1CNc1ncnc2ccc(-c3c(C)noc3C)cc12	-0.3	?	-2	28	7	-76	2
N/C(Cc1ccc(Cl)cc1)=N\OC(=O)CCc1ccccc1	-0.7	17	-13	2	10	-11	-16
C[C@H](CO)N1C[C@H](C)[C@@H](CN(C)C(=O)Nc2ccccc2)Oc2ncc(-c3ccccc3)cc2C1=O	-2.6	3	-14[16.7 µM]	5	-19	-9	17
Cc1c(Cl)cnc(NC(=O)COC(=O)c2ccc([N+](=O)[O-])s2)c1Cl	4.6	-6	3	4	5	-4	11
COc1ccccc1CN(C)C(=O)C(c1ccccc1)c1ccccc1	-2.8	7	·	3	-7	-44	11
CO[C@@H]1CN(C)C(=O)c2ccc(NC(=O)c3cc(C)on3)cc2OC[C@H](C)N(C(=O)C2CC2)C[C@@H]1C	1.4	5	-5[16.7 µM]	-2	10	1	-7
CO[C@H]1CN(C)C(=O)c2cc(NC(=O)c3ccc(F)cc3)ccc2OC[C@H](C)N(C(C)=O)C[C@@H]1C	-2.3	-4	-1[16.7 µM]	1	13	-6	·
O=C(NCCS(=O)(=O)NCc1ccc(F)cc1)c1ccccc1	2.0	2	-2	-1	·	9	0
C=CCn1c(SCC(=O)N2CCCC2)nc2cc(C(=O)NCC3CCCO3)ccc2c1=O (configuration not stated)	·	·	-9	·	8	-6	·
CC(C)NC(=O)N(C)C[C@@H]1Oc2cc(Br)ccc2S(=O)(=O)N([C@@H](C)CO)C[C@H]1C	-1.6&2.2&-2.5	-6&-5&2	-3	-20&-16&-19	-6	-7&7	-29
Cc1ccccc1-c1cc(C(=O)NCc2ccc3c(c2)OCO3)n(CC2CC(c3cccnc3)=NO2)n1 (configuration not stated)	1.8	4	-1	14	0	-14	-4

Random excerpt: 2 compounds from above
SMILES	F508del corr	DENV2 CPE rescue	miR122 inh	EWS-Fli inh	FN deposit inh	GSIS activator	PAX8 reporter
O=C(COC(=O)C12CC3CC(CC(Br)(C3)C1)C2)N1CCOCC1	-2.0	-4	·	-6	2	12	-9
C=CCn1c(SCC(=O)N2CCCC2)nc2cc(C(=O)NCC3CCCO3)ccc2c1=O (configuration not stated)	·	·	-9	·	8	-6	·
